# ARNT-TACC3 inh = disruptors of human ARNT/TACC3 interaction; AlphaScreen His-ARNT PAS-B/GST-TACC3 binding, luminescence; TACC3 fragment carries E629A point mutation; inhibition, % at 9.99 µM; actives 0.66% (n = 390,000);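 active = mean inhibition of replicates at least 50% and at least half of replicates each reaching 50%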;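 also: 0% = complete ARNT plus TACC3 wells and 100% = ARNT alone without TACC3; many hits fall short of the cut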
# SIRT5 block = sirtuin-5 (human) deacylase inhibition | AID 652115 | actives 1.1% (n = 330,000) | Q9NXA8 | inhibition, % at 15 µM | Purified SirT5, succinyl-peptide AMC, trypsin-coupled fluorescence; in the data active = inhibition above about 15%
# Target sequence (Q9NXA8 whole entry, looked up): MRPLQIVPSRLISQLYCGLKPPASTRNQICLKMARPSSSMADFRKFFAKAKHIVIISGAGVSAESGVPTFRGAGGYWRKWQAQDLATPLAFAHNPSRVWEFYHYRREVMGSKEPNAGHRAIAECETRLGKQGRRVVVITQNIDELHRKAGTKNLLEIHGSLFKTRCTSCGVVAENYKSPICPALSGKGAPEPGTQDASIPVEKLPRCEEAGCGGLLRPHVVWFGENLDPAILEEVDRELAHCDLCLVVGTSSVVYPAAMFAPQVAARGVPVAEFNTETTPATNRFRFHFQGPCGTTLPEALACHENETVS
# ERp5 block = ERp5 (human) disulfide isomerase inhibition; Q15084; ERp5 insulin aggregation, absorbance 650 nm, 90 min; inhibition, % at 9.99 µM; actives 0.05% (n = 350,000);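 active = mean replicate inhibition above about 25%, with every replicate also reaching it, limit read from the data, passing the limit was not always enough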
# Target sequence (Q15084 whole entry, looked up): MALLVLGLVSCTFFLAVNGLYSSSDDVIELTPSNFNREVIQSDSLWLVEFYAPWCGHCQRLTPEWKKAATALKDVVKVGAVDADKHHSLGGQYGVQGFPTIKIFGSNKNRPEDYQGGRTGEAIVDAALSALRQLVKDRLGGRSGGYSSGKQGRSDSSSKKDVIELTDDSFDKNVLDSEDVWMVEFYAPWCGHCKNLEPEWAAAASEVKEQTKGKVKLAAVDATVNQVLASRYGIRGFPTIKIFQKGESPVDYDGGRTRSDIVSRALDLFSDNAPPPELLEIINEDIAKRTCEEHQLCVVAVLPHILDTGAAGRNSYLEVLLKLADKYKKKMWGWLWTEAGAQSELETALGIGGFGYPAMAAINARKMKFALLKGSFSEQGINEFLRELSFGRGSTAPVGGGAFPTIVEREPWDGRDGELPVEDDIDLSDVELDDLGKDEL
# miR122 inh = miR-122 inhibition in Huh7 cells; Huh7 miR-122 Renilla luciferase sensor, 48 h; neutral wells = 0, positive control = 100; activation (reporter increase), % at 12.5 µM; actives 0.3% (n = 340,000);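 active = mean replicate activation score at least 90 and every replicate individually at or above 90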;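 also: higher luciferase means less miR-122 activity so hits act as miR-122 inhibitors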
# C2C12 statin = protects C2C12 myotubes from simvastatin toxicity; ATP luminescence, 48 h; scaled: DMSO 0, geranylgeraniol control 100; rescue of ATP level, % at 7.49 µM; actives 0.78% (n = 330,000);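 active = mean ATP rescue above about 67%, or every replicate alone reaching that limit, limit read from the data, passing the limit was not always enough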;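 also: myotubes were challenged with 10 µM simvastatin during compound exposure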
# Cneo AK release = Cryptococcus neoformans lysis via adenylate kinase release; C. neoformans lysis, adenylate kinase release luminescence, 4 h; normalised: neutral wells 0, clomiphene wells 100; lysis activity, % at 15 µM; actives 0.2% (n = 360,000); AID 651654;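 active = mean lysis activity across replicates of at least 80%, whatever share of replicates individually reach that level; inactive = mean lysis activity below 80%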
#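 Signal: Adenylate kinase release luminescence | Assay system: Log-phase Cryptococcus neoformans yeast cells | Input: Cells at 5 × 10^6 per mL | Buffer or medium: Fresh YPD growth medium | Compound: Single dose | Schedule: Static 4 h at 37 °C with compound, 1 h detection | Controls: Clomiphene | Read-out: Luminescence rise reflecting yeast cell lysis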
# esBAF inh = inhibitors of esBAF chromatin remodeling in mouse ES cells | Bmi1-luciferase knock-in reporter, 24 h; 100% = twice the neutral-well signal | AID 602393 | actives 2% (n = 350,000) | reporter increase, % at 12.5 µM; in the data active = activation above about 40%;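 also: 0% = median of the plate's neutral control wells and 100% = double that signal; a rise in the Bmi1 reporter signal indicates esBAF inhibition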
# Active calls of the source: *; . = not tested or not shown; & = joins results of further samples; [ ] = dose if it differs, or a comment. These rows are one share of the data; count on the stated rates, not on these rows.
# The first 2 entries (preview)
SMILES,ARNT-TACC3 inh,SIRT5 block,ERp5 block,miR122 inh,C2C12 statin,Cneo AK release,esBAF inh
COc1ccc(CN2C(=O)NC(=O)/C(=C/c3cc(OC)c(OC)c(OC)c3)C2=O)cc1,-4,0,7,-3,2,8,-5
COc1ccc(CCNCc2cccc(C(F)(F)F)c2)cc1OC,-3,-4,-7,.,.,.,.

# The whole of this part, from the start:
SMILES,ARNT-TACC3 inh,SIRT5 block,ERp5 block,miR122 inh,C2C12 statin,Cneo AK release,esBAF inh
COc1ccc(CN2C(=O)NC(=O)/C(=C/c3cc(OC)c(OC)c(OC)c3)C2=O)cc1,-4,0,7,-3,2,8,-5
COc1ccc(CCNCc2cccc(C(F)(F)F)c2)cc1OC,-3,-4,-7,.,.,.,.
Cc1cc([P+](=O)O)c(C)n1-c1ccc(Br)cc1,-12,-5,4,2,0,0,-8
CCSC1=NN1c1cc(C)nc(N)n1,-3,1,-1,-10,.,2,.
CCSP1(=S)N=C(N2CCOCC2)C(C#N)=C2CCCN21 (stereo not given),-4,.,.,.,6,-1,3
N#Cc1cccc(-c2ccc([C@@H]3[C@@H](CO)N4CCCCN(C(=O)Cc5ccncc5)C[C@H]34)cc2)c1,6,0,-1,7[16.7 µM],.,-1,.
CS(=O)(=O)c1ccc(C2=C(CNC(=O)c3nccs3)[C@H]3CC[C@@H](C2)N3Cc2ccco2)cc1,.,6,6,-5,5,0,0
O=C(O)[C@H]1[C@H](CO)[C@H]2Cn3c(ccc(-c4ccccc4)c3=O)[C@@H]1N2S(=O)(=O)c1ccccc1F,-7,-6,21,2[16.7 µM],21,5,0
Cn1cccc1CNCCc1ccc(F)cc1,4,8,3,7,-8,2,-3
CC(NC1=NCCS1)c1ccccc1 (stereo not given),-6,-2,0,.,.,.,.
CCCNC(=O)N1[C@@H]2c3ccc(-c4ccccc4OC)c(=O)n3C[C@H]1[C@H](CO)[C@H]2C(=O)OC,1,-18,-3,-4[16.7 µM],7,1,-4
CN(C)Cc1c[nH]c2cc([N+](=O)[O-])ccc12,13,16*,-3,.,1,1,0
COc1ccc(C2CN(C)CC2C(=O)c2ccc(C)cc2)cc1Cl (stereo not given),1,1,7,.,.,.,.
O=C(O)CCCc1ccc(N(CCCl)CCCl)cc1,1,5,5,-3,-3,0,-4
Cc1c(C(=O)Nc2ccccc2)c2cc(O)ccc2n1Cc1ccccc1,1,1,2,2,7,-2,9
COc1ccc(CN2CCN(C(=O)Cc3ccccc3)CC2)cc1OC,.,-8,-2,-2,-5,11,-3
O=C1Nc2ccccc2/C1=C/c1cnc[nH]1,6,0,-3,8,199*,.,17
CCN1C[C@]2(COC)CC[C@H](OC)[C@@]34C5C[C@H]6C(=O)C5[C@](O)(C[C@H]6OC)[C@@](O)(C(OC)C23)[C@@H]14 (stereo not given in full),-2,.,6,-6,3,-2,-8
CCCc1cc(=O)oc2cc(OCC(=O)N3CCN(Cc4ccc5c(c4)OCO5)CC3)ccc12,1,2,3,-7,22,21,-3
COC1C(O)C(C)OC(OC2C(Oc3cccc4c(O)c5c(=O)oc6ccc(C)c7c(=O)oc(c34)c5c67)OC(C)C(O)C2O)C1O (stereo not given),6,6,-2,-11,-109,.,-83
COC(=O)c1ccc(N=C(c2ccccc2)c2c(O)n(C)c(=O)n(C)c2=O)cc1,0,0,-1,-1,-1,-1,-4
CCN(CC)C(=O)c1ccc(NC(=O)c2cccc(C(F)(F)F)c2)cc1,-2,3,2,-1,0,-2,14
Cc1nn(Cc2ccccc2Cl)c(Cl)c1C(=O)O,9,14,1,2,11,1,-3
NC(Cc1ccc(F)cc1)c1csc(Nc2ccccn2)n1 (stereo not given),.,2,-2,.,2,5,24
COC(=O)C1=C(c2ccccc2)C[C@@H]2CC[C@H]1N2C(=O)NCCNC(C)=O,.,.,1,.,-6,5,14
CCC(=NCC1CCCO1)c1c(O)n(Cc2ccccc2)c(=O)[nH]c1=O (stereo not given),32,.,.,-4,7,0,-1
CN(C)CCCN=Cc1c(O)n(CCc2ccc(F)cc2)c(=O)[nH]c1=O,-7,.,.,-4,-5,1,-1
CC12CCC(O)CC1CCC1C2CCC2(C)C(C3=CC(=O)OC3)C(O)CC12O (stereo not given),-6,-3,1,-1,.,.,.
Cc1cccc(OCC(=O)N2CCN(Cc3ccc([N+](=O)[O-])cc3)CC2)c1,-3,-1,8,16,1,7,5
CCCCn1c(O)c(C=NCCN2CCCCC2)c(=O)[nH]c1=O,-4,.,.,-2,-12,-18,2
CCN1C(=O)C(=Cc2ccc(C)s2)C(=O)N(CC)C1=S,0,-1,-10,.,.,.,.
CN1C(=O)C(=Cc2sc(=O)n(-c3ccccc3)c2N(C)C)C(=O)N(C)C1=O,6,3,-3,.,.,1,.
O=C1NC(=O)C(CCc2ccncc2)(CCc2ccccn2)C(=O)N1c1ccc(Br)cc1 (stereo not given),1,3,5,10,.,.,.
O=C1NC(=O)C(CCc2ccncc2)(CCc2ccncc2)C(=O)N1C1CCCCC1,-6,-2,3,8,-13,.,-5
S=C(NC1CCCCC1)N1CCC(c2cnc[nH]2)CC1,-2,-1,1,1,7,0,4
COC(=O)C(O)(c1ccc(NC(=S)NC(=O)c2ccc(Cl)cc2Cl)cc1)C(F)(F)F (stereo not given),4,-5,2,.,.,.,.
CC1CN1P(=S)(c1ccccc1)N1CC1C (stereo not given),.,0,5,-4,7,.,7
CN1CCN2c3ccccc3CC3(C(=O)N(C)C(=O)N(C)C3=O)C2C1 (stereo not given),-3,-2,2,.,.,.,.
Cc1ccc(/C=C2\C(=O)NC(=O)N(Cc3ccccc3Cl)C2=O)o1,14,-3,2,.,.,.,.
CCCCC(=O)N/N=C/c1c(O)n(CCCC)c(=S)[nH]c1=O,61*,3,4,1,.,2,.
O=C(O)[C@H]1C[C@@H]1[C@H](NP(=O)(c1ccccc1)c1ccccc1)c1ccccc1,22,1,-2,4,-2,1,7
CCOP(=O)(OCC)c1cc(C)c(O)c(C(C)(C)C)c1,-3,0,-5,.,.,.,.
c1ccc2c(c1)[IH]c1ccccc1-2,-1,-7,0,13,-114,-1,-84
O=C1NC2C(O)C(O)C(O)C(O)C2c2cc3c(c(O)c21)OCO3 (stereo not given),5,-1,-13,.,.,.,.
CNC(=S)NC1CC2CCCC(C1)N2CC(C)C (stereo not given),-6,.,.,-1,-10,-1,-6
CN(C)C1(CNC(=O)Cc2ccccc2F)CCCCC1,0,0,2,1,1,-3,2
CC1C(c2cccs2)=[N+]([O-])C(C)(C(=O)c2ccc(Cl)cc2)N1O (stereo not given),4,.,.,1,1,-2,-1
O=C(Cc1cccs1)N1Cc2ccccc2-n2nncc2C1,.,4,2,-2,9,-1,-11
Oc1ccc2c3c1O[C@H]1[C@@H](O)CC[C@@]4(O)[C@@H](C2)N(CC2CCC2)CC[C@]314,-14&-3,-2&-2,6&1,-4&-2,-9&-4,0&-2,13&-2
CC(=O)O[C@H]1C(=O)[C@@]2(C)C([C@H](OC(=O)c3ccccc3)[C@]3(O)C[C@H](OC(=O)[C@H](O)[C@@H](NC(=O)Cc4ccccc4)c4ccccc4)C(C)=C1C3(C)C)[C@]1(OC(C)=O)CO[C@@H]1C[C@@H]2O (stereo not given in full),-6,-1,2,-4,-8,0,-5
COc1ccc(N=Cc2c(O)n(C)c(=O)[nH]c2=O)cc1,-7,0,0,-2,11,-1,40
CCOc1ccc(-c2c(C)n(-c3ccc(OCC)cc3)c3[n+]2CCCCC3)cc1,-2,.,1,-17,-58,.,-32
CCC1CN1P(=S)(N1CC1CC)N1CC1CC (stereo not given),23,2,-1,5,-5,-3,2
CCCCCCn1c(O)c(C(C)=NC)c(=O)[nH]c1=O,17,.,.,-5,8,0,11
Cn1cc(C(=O)OCC(=O)NC2CCCCC2)c2ccccc21,-9,-1,-4,.,7,-2,-7
COc1ccc(C2SCC(=O)Nc3c2c(C)nn3C2CCOC(C)(C)C2)cc1OC (stereo not given),0,.,.,-3,14,-2,1
Cc1cc(C=C2C(=O)N(C)C(=S)N(C)C2=O)c(C)n1-c1ccncc1,.,3,1,-2,.,-2,.
O=C(NC(=S)N1CC1)c1ccccc1,.,-2,-4,-4,5,0,9
O[C@H]1C2CCC1C(N1CCCCC1)CC2 (stereo not given in full),-7,.,.,2,13,2,-8
COCc1cc(OC(=O)N(C)C)nc(-c2ccc(C)c(Cl)c2)n1,-2,-3,-3,1,-7,0,0

# One compound at a time, from the list above.
# Entry for `COCc1cc(OC(=O)N(C)C)nc(-c2ccc(C)c(Cl)c2)n1` → ARNT-TACC3 inh = -2; SIRT5 block = -3; ERp5 block = -3; miR122 inh = 1; C2C12 statin = -7; Cneo AK release = 0; esBAF inh = 0
# Entry for `COc1ccc(N=Cc2c(O)n(C)c(=O)[nH]c2=O)cc1` → ARNT-TACC3 inh = -7; SIRT5 block = 0; ERp5 block = 0; miR122 inh = -2; C2C12 statin = 11; Cneo AK release = -1; esBAF inh = 40
# Entry for `CC(=O)O[C@H]1C(=O)[C@@]2(C)C([C@H](OC(=O)c3ccccc3)[C@]3(O)C[C@H](OC(=O)[C@H](O)[C@@H](NC(=O)Cc4ccccc4)c4ccccc4)C(C)=C1C3(C)C)[C@]1(OC(C)=O)CO[C@@H]1C[C@@H]2O` (stereo not given in full) → ARNT-TACC3 inh = -6; SIRT5 block = -1; ERp5 block = 2; miR122 inh = -4; C2C12 statin = -8; Cneo AK release = 0; esBAF inh = -5

# The list continues:
SMILES,ARNT-TACC3 inh,SIRT5 block,ERp5 block,miR122 inh,C2C12 statin,Cneo AK release,esBAF inh
NNC(=O)c1ccc(O)cc1,.,1,-2,1,3,0,28
OCC1CN1C1CCCCC1 (stereo not given),1,.,6,-4,6,0,11
O=C1NCN(c2ccccc2)C12CCN(C(c1ccccc1)c1nnnn1Cc1ccccc1)CC2 (stereo not given),.,.,4,15,-2,-32,0
Cc1cc(C)c(-n2c(O)c(/C=N/NC(=O)c3ccncc3)c(=O)[nH]c2=O)c(C)c1,64*,5,-1,-4,.,-2,.
O=C(NCCO)c1nsnc1NCCCl,11,3,-1,.,.,.,.
C=CCn1c(O)c(C(CC)=Nc2ccc(NC(C)=O)cc2)c(=O)[nH]c1=O,2,1,1,.,.,.,.
CCC1(c2ccccc2)C(=O)N(COC)C(=O)N(COC)C1=O,2&-1,-3,1,-3,0,-4&0,-11&1
COc1ccc2[nH]c(C)c(CCNCc3cc(OC)c4c(c3)OCO4)c2c1,.,-1,1,-6,-8,-1,-1
C=CC1CN2CCC1CC2C(O)c1ccnc2ccccc12 (stereo not given),0,1,4,4,-1,2,5
Cc1nn(Cc2ccccc2)c(C)c1C=C1C(=O)NC(=S)NC1=O,-1,0,4,.,.,.,.
Cc1ccc(C(=O)c2cc(Br)ccc2N)cc1,0,0,-1,.,.,.,.
COC(=O)CC1NC2CCCCC2NC1=O (stereo not given),-3,.,.,-6,-3,-1,-8
COc1ccc(C#Cc2ccc([C@@H]3[C@H](CO)N4CCCCN(C(=O)Cc5ccccc5)C[C@@H]34)cc2)cc1,-6,-1,0,-8[16.7 µM],-30,1,1
Cn1cc(NC(=O)CCl)cn1,-15,1,4,.,.,.,.
N#Cc1ccc(Cn2cc(C=O)c3ccccc32)cc1,-2,0,0,-3,10,7,-2
O=c1[nH]c2ccccc2n1C1CCN(C(CCc2ccccc2)c2nnnn2C2CCCCC2)CC1 (stereo not given),.,1,0,-7,4,-16,-9
CCC(=O)OC1(Cc2ccc(CC)cc2)CC(C)N(C)CC1C (stereo not given),-3,-4,5,.,9,.,-13
CC(N)Cc1c[nH]c2ccc(Cl)cc12 (stereo not given),-1,.,.,-1,-7,-1,5
COc1ccc(OC(=O)N(C)C[C@@H]2OCc3cnnn3CCCC(=O)N([C@H](C)CO)C[C@H]2C)cc1,-4&-4,-1&3&-7,-4&2&14,-6,-1&-2&2,0&1&12,-8&-3&-4
O=C(Nc1ccccc1)N1CCC2(CC1)OCCO2,-1,1,3,-8,-1,0,4
CCOC(=O)[C@@H]1[C@@H]2NC(=S)N(C)[C@@]1(C)Oc1ccccc12,11,0,-1,.,.,-37,.
CCC(=NCc1ccc2c(c1)OCO2)c1c(O)n(C)c(=O)n(C)c1=O,2,.,.,-12,-1,0,-4

# Screening data: PubChem BioAssay, Broad Institute
